CD40 NFkB inh: CD40 pathway inhibition in BL2 cells | hit rate 0.94% among 83,000 | inhibition, % at 10 µM | AID 1053188 | BL2 NF-kB luciferase reporter, CD40L-induced, 4 h;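 active = mean inhibition of at least 50% with a set share of replicates also reaching that level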;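 note: 0% = neutral control wells and 100% = IKK inhibitor VII at 50 µM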
* marks the source's active call; other numbers are inactive results; & = joins results of further samples; [ ] = dose if it differs, or a comment.

SMILES	CD40 NFkB inh
O=C(Nc1ccc(F)cc1)N1C[C@H]2[C@@H](c3ccccc31)[C@H](CO)N2C(=O)c1ccc(F)cc1	-32
Cc1ccc(S(=O)(=O)/N=C(/Nc2ccc([N+](=O)[O-])cc2[N+](=O)[O-])c2ccccc2)cc1	-12
N#Cc1sc2nc3c(c(-c4cccnc4)c2c1N)CCC3	4
O=C(CN1CCN(C(=O)c2cccc(S(=O)(=O)N3CCCC3)c2)CC1)Nc1cccc(F)c1	6
COc1ccc2c3c(n(C)c2c1)[C@@H](CO)N(CC1CC1)CC31CCN(S(=O)(=O)c2cccs2)CC1	5[25 µM]
Cc1ccc(-c2cc3nc(NCCc4ccncc4)n(C)c(=O)c3s2)cc1	-67
Cc1ccc(NC(=O)C(C)OC(=O)c2ccc(NC(=O)CC#N)cc2)cc1S(=O)(=O)N1CCOCC1 (stereo not drawn)	8
CN(C)C(CNC(=O)c1cccs1)c1ccco1 (stereo not drawn)	0
Cn1c(N)c(C(=O)CSc2n[nH]c(N)n2)c(=O)n(C)c1=O	6
CN1CCCCN2[C@H](CO)[C@H](c3ccc(-c4ccc(F)cc4)cc3)[C@H]2C1	-21[25 µM]
CCCC(=O)Nc1ccc2c(c1)OC[C@@H](C)N(C(=O)c1cccnc1)C[C@H](C)[C@@H](OC)CN(C)C2=O	-10[25 µM]
CCNC(=S)N(Cc1ccco1)Cc1cc2cc(OCC)ccc2[nH]c1=O	16

Continued; it opens with the 2 that closed the last part.
SMILES	CD40 NFkB inh
CCCC(=O)Nc1ccc2c(c1)OC[C@@H](C)N(C(=O)c1cccnc1)C[C@H](C)[C@@H](OC)CN(C)C2=O	-10[25 µM]
CCNC(=S)N(Cc1ccco1)Cc1cc2cc(OCC)ccc2[nH]c1=O	16
CCOc1ccc(NC(=O)NC(=O)N(C)S(=O)(=O)c2ccc(C)cc2)cc1	4
C=C(C)c1cccc(C(C)(C)NC(=O)NC2CCN(Cc3ccccc3)CC2)c1	0
COc1ccc(N2C(=O)c3ccccc3NC2c2cccnc2)cc1 (stereo not drawn)	-4
COc1ccc(NC(=O)N2C[C@@H](O)COC[C@@H]3O[C@@H](CC(=O)N4CCCCC4)CC[C@H]32)cc1	-15[25 µM]
CCCN(C)C[C@H]1OCc2cn(nn2)CCCC(=O)N([C@H](C)CO)C[C@H]1C	-10[25 µM]
COC(=O)c1ccc(C(=O)OC)c(NC(=O)C(C)(C)C)c1	2
O=c1[nH][nH]c2c([N+](=O)[O-])ccc(F)c12	11
Cc1c(C(=O)N2CCCCC2)c(S(=O)(=O)NCCc2ccccc2)c(C)n1C	3
CO[C@H]1CN(C)C(=O)c2ccc(NC(=O)c3ccccc3F)cc2OC[C@@H](C)N(C)C[C@@H]1C	-5[25 µM]
CCOC(=O)c1c(C)nsc1NC(=O)c1ccco1	2
CCCCNC(=O)OC1CCS(=O)(=O)C1 (stereo not drawn)	4
Cc1cccc(NS(=O)(=O)c2cccc(C(=O)NCCCN3CCOCC3)c2)c1	-20
COc1ccc2c(c1)nc(NCCO)n2C	6
O=C1NC(c2cccc3ccccc23)Nc2ccc(Cl)cc21 (stereo not drawn)	-8
Cc1nc2ccccc2n2c(O)c(CC(=O)O)cc12	8
CC(NC(=O)c1ccc(NC(=O)CC2SC(N3CCCC3)=NC2=O)cc1)c1ccc(S(N)(=O)=O)cc1 (stereo not drawn)	5
CN(Cc1nc(-c2cccs2)no1)CC(O)c1ccccc1 (stereo not drawn)	-33
Cc1noc(C)c1NC(=O)N1CCN(Cc2ccccc2)CC1	6
COc1ccc(CCNC(=O)c2nnc(Cc3ccc(Cl)cc3)o2)cc1OC	0
O=C1c2ccccc2S(=O)(=O)N1CC(O)COc1ccc(Cl)cc1 (stereo not drawn)	-32
N#C[C@@H]1[C@H](c2ccccc2/C=C/c2ccccc2)[C@H](CO)N1S(=O)(=O)c1ccccc1	18[25 µM]
C[C@@H]1CN([C@H](C)CO)C(=O)c2cc(NC(=O)Cc3ccccc3)ccc2O[C@@H](C)CCCCO[C@H]1CN(C)Cc1ccncc1	-13[25 µM]
O=C(CN1CCN(CCN2C(=O)c3cccc4cccc(c34)C2=O)CC1)c1ccc(F)cc1	5
COc1ccc(C[C@@H]2CCn3nncc3COC[C@H](CC(C)C)NC2=O)cc1	-12[25 µM]

Brought forward from above: 3 entries; new compounds follow.
SMILES	CD40 NFkB inh
C[C@@H]1CN([C@H](C)CO)C(=O)c2cc(NC(=O)Cc3ccccc3)ccc2O[C@@H](C)CCCCO[C@H]1CN(C)Cc1ccncc1	-13[25 µM]
O=C(CN1CCN(CCN2C(=O)c3cccc4cccc(c34)C2=O)CC1)c1ccc(F)cc1	5
COc1ccc(C[C@@H]2CCn3nncc3COC[C@H](CC(C)C)NC2=O)cc1	-12[25 µM]
COc1ccc(NC(=O)CN(C)C(=O)c2ccc(C)c(S(=O)(=O)N3CCCCC3)c2)cc1	3
CN1CCN(c2ccc(CNS(=O)(=O)c3ccsc3)cc2)CC1	-10
Cc1c(N(CC(=O)O)S(=O)(=O)c2ccccc2)c(=O)n(-c2ccccc2)n1C	8
COc1ccc(CSc2nnc(C)s2)cc1F	-60
O=C(Nc1cccc(-c2ccc3nncn3n2)c1)c1ccco1	4
O=C1NCC(COc2ccc(Cl)cc2)O1 (stereo not drawn)	7
CSCCC(NC(=O)C1CCCC1)c1nnc2ccccn12 (stereo not drawn)	-1
CC(C)CC#Cc1ccc([C@H]2[C@@H](CO)N3C(=O)CN(C(=O)c4ccccn4)C[C@H]23)cc1	-1[25 µM]
CCS(=O)(=O)NCC[C@H]1CC[C@H](NS(=O)(=O)c2ccccc2C)[C@H](CO)O1	-10[25 µM]
CCCNC(=O)N1CC2(CCN(C(=O)Nc3cccc(F)c3)CC2)c2c(n(C)c3cc(OC)ccc23)[C@@H]1CO	34[25 µM]
O=C(CN1C(=O)NC2(CCCCCC2)C1=O)NC1CCCCCCC1	1
Cc1ccc(NC(=O)CN(C)C(=O)CCC(=O)N2CCOCC2)cc1	5

Reprinted at random: four compounds from above, in no set order.
SMILES	CD40 NFkB inh
CCS(=O)(=O)NCC[C@H]1CC[C@H](NS(=O)(=O)c2ccccc2C)[C@H](CO)O1	-10[25 µM]
CSCCC(NC(=O)C1CCCC1)c1nnc2ccccn12 (stereo not drawn)	-1
O=C(CN1C(=O)NC2(CCCCCC2)C1=O)NC1CCCCCCC1	1
CC(C)CC#Cc1ccc([C@H]2[C@@H](CO)N3C(=O)CN(C(=O)c4ccccn4)C[C@H]23)cc1	-1[25 µM]

(continued)
SMILES	CD40 NFkB inh
O=C1CNC[C@@H]2[C@H](c3ccc(C4=CCCC4)cc3)[C@@H](CO)N12	-10[25 µM]
CC(=O)N1CCc2ccc(NC(=O)c3c(-c4c(Cl)cccc4Cl)noc3C)cc21	-13
O=C(c1ccc(C(F)(F)F)cc1)C1CCCN(C(=O)CN2C(=O)CSC2=O)C1 (stereo not drawn)	-60
CCN(CC(=O)NCc1cccs1)C(=O)COc1ccc(C(C)=O)cc1	7
O=C(O)c1ccccc1-n1c(-c2ccccc2)cc2c1CCCC2=O	3
CCCC(C)C(=O)NCc1ccc2c(c1)OCO2 (stereo not drawn)	7
O=C(Cc1coc2ccc3ccccc3c12)NC1CCCc2ccccc21 (stereo not drawn)	13
COc1ccccc1NS(=O)(=O)c1cc(N/C(=N/S(=O)(=O)c2ccccc2)c2ccc(F)cc2)ccc1Cl	2
O=[N+]([O-])c1c(NCCO)cc(N2CCC3(CC2)OCCO3)c2nonc12	11
N#C[C@H]1[C@H](c2ccccc2C2=CCCCC2)[C@H](CO)N1C(=O)NC1CCCC1	46[25 µM]
O=C1NC(=O)C2(CCCCCCC2)N1	9
CCC(=O)N1CC(=O)N2[C@H](C1)[C@H](c1ccc(C#CCC(C)C)cc1)[C@@H]2CO	-2[25 µM]
Brc1ccccc1-c1nnc(COc2ncnc3c2cnn3-c2ccccc2)o1	7
O=c1c2c(nc3nc(SCc4ccccc4)[nH]n13)CCC2	1
COc1ccc(C#Cc2ccc3c(c2)[C@H]2[C@H](CCN2S(=O)(=O)c2ccccc2C)[C@@H](CO)N3C)cc1	6[25 µM]
O=S(=O)(Nc1ccc(-n2cnnn2)cc1)c1ccc(Cl)s1	-2
O=C(c1ccc(N2CCCCC2)c([N+](=O)[O-])c1)N1CCN(c2ccccn2)CC1	3
CC(C)C(NS(=O)(=O)c1ccc(Br)s1)C(=O)O (stereo not drawn)	10
O=C(Nc1cccc(F)c1)c1cccnc1	-1
O=C(C[C@@H]1C=C[C@H](NC(=O)Nc2ccccc2F)[C@H](CO)O1)NCc1ccc(-c2ccccc2)cc1	5[25 µM]
N#C[C@@H]1[C@@H](c2ccccc2C2=CCCCC2)[C@H](CO)N1C(=O)Cc1ccncc1	-15[25 µM]
c1ccc(-n2nnnc2SCc2cn3ccccc3n2)cc1	5
O=C(N/N=C/c1nn(-c2ccccc2)cc1-c1ccc(Cl)cc1)c1ccncc1	-6
Cc1cc(C)n2c(SCCO)nnc2n1	12
O=C(O)CCC(=O)NC1CCCCCCC1	8
O=C(Nc1ccc(Cl)cn1)c1ccc(COc2ccccc2Br)o1	-34
Cc1ccc(C(=O)N(CC(=O)NC2CCCC2)c2ccc3c(c2)OCCO3)s1	10
CCOC(=O)c1cnc(SCC(=O)OCC(=O)N(CC)C2CCS(=O)(=O)C2)nc1N (stereo not drawn)	0
Cc1ccc(S(=O)(=O)N2CCOCC2)cc1NC(=O)COC(=O)Cn1c(C)csc1=O	7
CC1(Cc2cn(CCC#N)c3ccccc23)OCCO1	5
COc1ccc([N+](=O)[O-])cc1NC(=O)C(C)OC(=O)C1CC(=O)N(Cc2ccco2)C1 (stereo not drawn)	-6
COC1=Nc2ccccc2/C=C\c2ccccc21	-2
N#Cc1c(N2CCN(C(=O)c3ccco3)CC2)nc(-c2ccccc2)c2c1CCCC2	14
COc1ccc(S(=O)(=O)NC(CC(=O)N2CCc3ccccc32)c2ccco2)cc1 (stereo not drawn)	-3
Cc1cc(N2CCN(c3ccccc3)CC2)nc(-n2nc(C)cc2C)n1	-53
Cc1cccn2cc(CNC(=O)CC3CCCC3)nc12	2
COc1ccc(C)cc1NC(=O)C1CCN(S(=O)(=O)c2cccc3cccnc23)CC1	5
COCCn1c(SCC#N)nnc1-c1ccccc1O	7
COCc1c(C(=O)N/N=C/C2CC=CCC2)nnn1-c1nonc1N (stereo not drawn)	4
CCN1C(=O)C(=O)N(CC(=O)c2cc(C)n(C3CC3)c2C)C1=O	-2
CC(OC(=O)CCCOc1ccccc1)C(=O)NC(N)=O (stereo not drawn)	4
CC(=NNC(=O)c1ccncc1)c1cc(Cl)ccc1Cl	4
CCCNC(=O)C1(C)CCN(C(=O)C2(c3ccc(Cl)cc3)CCCC2)C1 (stereo not drawn)	-27
COc1ccccc1S(=O)(=O)Nc1ccc(S(=O)(=O)Nc2nccs2)cc1	10
COc1ccc(-c2nnc(SCc3cccnc3)o2)cc1	-99
CS(=O)(=O)c1ccc(C(=O)NCC2(N3CCOCC3)CCCCC2)cc1	-2
O=C(NCCN1CCOCC1)c1ccncc1	11
O=C(CCCc1cccs1)Nc1nc(-c2ccc(F)cc2)cs1	-11
Fc1cccc(-c2ccc(C3[C@@H]4CN(Cc5cncnc5)C[C@H]3N4)cc2)c1 (stereo partly drawn)	-4&-1[25 µM]
Cn1nccc1C(=O)N(CCN1CCCCC1)CC1CCCN(C2CCCC2)C1 (stereo not drawn)	-44
N#Cc1ccc(-c2ccc(C3[C@H]4CNC[C@@H]3N4S(=O)(=O)c3ccc(-c4ccccc4)cc3)cc2)cc1 (stereo partly drawn)	-2
CC(=O)Nc1ccc(CCNC(=O)c2ccc3ccccc3c2O)cc1	9
COCCn1c(CN2CCc3ccccc3C2)nc2c1c(=O)n(C)c(=O)n2C	9
O=C(NC1CCCC1)c1cnn2c(C(F)(F)F)cc(-c3ccco3)nc12	4
COc1ccccc1NC(=O)Cn1nc(-c2ccc3c(c2)OCCO3)ccc1=O	3
C[C@@H]1CN([C@@H](C)CO)C(=O)c2cccc(NC(=O)c3ccncc3)c2O[C@H]1CN(C)Cc1ccc2c(c1)OCO2	2[25 µM]
O=S(=O)(c1ccc(F)cc1)N1CCCCN2[C@@H](CO)[C@H](c3ccc(-c4cncnc4)cc3)[C@@H]2C1	4[25 µM]
O=C(C1CCCCC1)N1[C@H](CO)[C@@H]2c3ccccc3N(S(=O)(=O)c3ccccc3)C[C@@H]21	-2[25 µM]
O=C(NCCCn1ccnc1)c1ccc2c(c1)OCCO2	-8
CCC1C(=O)CC(c2ccco2)NC1c1ccco1 (stereo not drawn)	6

Grouped by structure: the compounds so far with a CF3 group (2)
SMILES	CD40 NFkB inh
O=C(c1ccc(C(F)(F)F)cc1)C1CCCN(C(=O)CN2C(=O)CSC2=O)C1 (stereo not drawn)	-60
O=C(NC1CCCC1)c1cnn2c(C(F)(F)F)cc(-c3ccco3)nc12	4

Going on with the list.
SMILES	CD40 NFkB inh
Cc1cccc(NC(=O)N(Cc2cc3cc(C)ccc3[nH]c2=O)CC2COCCO2)c1 (stereo not drawn)	-1
C[C@@H]1CN(C)C(=O)c2cc(N)ccc2O[C@H]1CN(C)C	-2
CO[C@@H]1CN(C)C(=O)c2cc(NC(=O)NC(C)C)ccc2OC[C@H](C)N(Cc2ccccc2)C[C@H]1C	4[25 µM]
COCC(=O)NCc1ccc2c(c1)cc(C)n2C	6
COC(=O)Cn1c2ccc(OC)cc2c2nc(C)sc21	-22
CN(C)CC(=O)N1CC[C@@H]2[C@H]1c1cc(-c3ccccc3F)ccc1N(C)[C@@H]2CO	-14[25 µM]
Cc1ccc(OC(C)C(=O)O)cc1C (stereo not drawn)	4
CCS(=O)(=O)N1CC2(CN(Cc3cccc(Cl)c3)[C@@H](CO)c3c2c2ccc(OC)cc2n3C)C1	24[25 µM]
O=C(NCCN1CCCC1)[C@H]1[C@H](CO)[C@H]2Cn3c(cccc3=O)[C@H]2N1Cc1ccccn1	-3[25 µM]
COc1ccc(NC(=O)N(C2CCCCC2)C(C)c2ccco2)c(OC)c1 (stereo not drawn)	28
Cc1cccc(C)c1NC(=O)CN1CCN(C(=O)C2CCC2)CC1	7
CC1=NN(C(=O)c2ccc(Cn3nc(C)cc3C)o2)C(O)(C(F)(F)F)C1 (stereo not drawn)	2
COc1c2c(cc3c1C(CC(O)Cc1ccccc1)N(C)CC3)OCO2 (stereo not drawn)	7

Screens: PubChem, Broad Institute

This is a subset (hit frequency here may not be typical).
